Yeast growth tox = Compounds toxic to wild-type S. cerevisiae growth. A595 turbidity, 16 h. growth inhibition, % at 25 µM (by protocol). actives 0.3% (n = 30,000). AID 685;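 active = mutant and wild-type yeast strains alike exhibit over 30% growth inhibition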;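 note: 0% = untreated cell controls and 100% = YPD media blanks without cells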
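system = S. cerevisiae wild-type or eIF2Bepsilon-R284H mutant strain | buffer or medium = YPD medium | dosing = one dose, 25 µM compound, 0.2% DMSO | schedule = 16 h at 30 °C | measured by = A595 turbidity | evaluation = growth inhibition (%) versus cell controls and blanks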
eIF2B yeast act = modulators of yeast eIF2B activity; AID 688; inhibition, % at 25 µM (by protocol); S. cerevisiae eIF2B-epsilon R284H, GCN4-lacZ luminescence; actives 0.91% (n = 27,000);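 active = mutant luminescence inhibited past about 50% while wild type luminescence and mutant growth stay under set limits, limit read from the data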; note: some compounds called inactive have numbers as strong as hits
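Assay system: yeast eIF2B-epsilon R284H mutant carrying GCN4–beta-galactosidase fusion / Buffer or medium: YPD / Incubation: 16 h growth with compound at 30 °C, 90 min Beta-Glo step / Detection: Beta-Glo luminescence after Z-buffer lysis, growth by 595 nm absorbance / Read-out: % inhibition of reporter signal and growth versus controls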
Yeast growth tox inhibition % = also measured in Yeast growth tox; calls as there; growth inhibition, %; S. cerevisiae eIF2Bepsilon-R284H mutant growth, A595 turbidity, 16 h;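 each compound tested once at 25 µM; 0% equals untreated cells and 100% equals cell-free medium blanks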
eIF2B yeast act mutant toxicity = further read-out of eIF2B yeast act, marked with its call; growth inhibition, %; measured here: mutant yeast growth, toxicity;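 each compound tested once at 25 µM; zero equals untreated control growth and 100 equals blank medium absorbance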
Starred values were filed as active, the others as inactive; nt = no result given. Some of the compounds tested (hit frequency here may not be typical).

The opening 6 entries, to show the layout:
smiles | eIF2B yeast act mutant toxicity | eIF2B yeast act | Yeast growth tox | Yeast growth tox inhibition %
Brc1cc2[nH]cnc2c2ccccc12 | 33 | 10 | -8 | 33
O=c1c2c(nc3nc(COc4ccccc4)[nH]n13)CCC2 | nt | 10 | nt | nt
COc1ccc(C(=O)NCCc2nnc(SCC(=O)Nc3ccc(Br)cc3)n2C)cc1 | nt | nt | -10 | 11
CC1=CC(C)(C)Nc2cc(C)c(C)cc21 | 4 | 15 | 5 | 4
CCC(=O)N(CCC(c1ccco1)c1ccccc1OC)Cc1cccs1 (centres undefined) | nt | nt | -2 | 4
OCCNc1nc(Nc2ccccc2)nc2ccccc12 | nt | nt | 9 | 17

This part in full, from the first entry:
smiles | eIF2B yeast act mutant toxicity | eIF2B yeast act | Yeast growth tox | Yeast growth tox inhibition %
Brc1cc2[nH]cnc2c2ccccc12 | 33 | 10 | -8 | 33
O=c1c2c(nc3nc(COc4ccccc4)[nH]n13)CCC2 | nt | 10 | nt | nt
COc1ccc(C(=O)NCCc2nnc(SCC(=O)Nc3ccc(Br)cc3)n2C)cc1 | nt | nt | -10 | 11
CC1=CC(C)(C)Nc2cc(C)c(C)cc21 | 4 | 15 | 5 | 4
CCC(=O)N(CCC(c1ccco1)c1ccccc1OC)Cc1cccs1 (centres undefined) | nt | nt | -2 | 4
OCCNc1nc(Nc2ccccc2)nc2ccccc12 | nt | nt | 9 | 17
COCCN(CC(=O)Nc1ccccc1)S(=O)(=O)c1ccc(S(=O)(=O)N2CCCC2)cc1 | -30 | 7 | -36 | -30
COC(=O)Nc1nnc(Cc2ccc(OC)cc2)s1 | 26 | -25 | -13 | 26
CCCCNCc1cc(OCC)c(OCC(N)=O)cc1Br | nt | nt | 14 | 16
CN1CCC(=NNC(=O)C(=O)NC2CCCC2)CC1 | 22 | 29 | 21 | 22
CCC(C(=O)NCc1ccco1)N(C(=O)CNS(=O)(=O)c1ccc(C)cc1)c1ccccc1OC (centres undefined) | -12 | 25 | 6 | -12
CCOC(=O)N1CCN(C(=O)C(C)n2nc(C)n3c(cc4sccc43)c2=O)CC1 (centres undefined) | 7 | 2 | 9 | 7
Cc1ccc(S/C(=N\S(=O)(=O)c2ccc(Cl)cc2)c2ccccc2)cc1 | nt | nt | 19 | 26
NC1=NS(=O)(=O)NC1c1cccc(Cl)c1 (centres undefined) | nt | 45 | -34 | 0
NC(=O)c1sc2cc(C(F)(F)F)cnc2c1-c1cccs1 | 19 | 22 | 11 | 19
O=C(N/N=C/C=C/c1ccccc1)C1CC1c1ccccc1 (centres undefined) | -15 | 21 | -26 | -15
CC(C)C(=O)N(Cc1cc2ccccc2[nH]c1=O)C(C)C | 10 | 3 | -1 | 10
CC(C)(CNC(=O)c1cccs1)CNC(=O)c1cccs1 | nt | 8 | 1 | 0
CCNc1nc(NC(C)C)nc(N(C#N)Cc2ccccc2)n1 | nt | -15 | -13 | 0
COc1ccc(N(C(=O)c2ccco2)S(=O)(=O)c2cc(Cl)c(Cl)cc2Cl)cc1 | nt | nt | 21 | 7
CCCCC(=O)C1CCN(Cc2ccccc2)CC1 | 9 | 24 | 7 | 9
CCC(C)NS(=O)(=O)c1ccc(NC(C)=O)cc1 (centres undefined) | -15 | 0 | -7 | -15
Cc1ccc(N(CC(O)CON=C2c3ccccc3-c3ccccc32)S(C)(=O)=O)cc1 (centres undefined) | nt | nt | 8 | 0
O=C(Nc1ccccc1)OCCNC(=O)c1cccc(Cl)c1 | 10 | 20 | 15 | 10

Retrieved by structure from above:
smiles | eIF2B yeast act mutant toxicity | eIF2B yeast act | Yeast growth tox | Yeast growth tox inhibition %
Cc1ccc(N(CC(O)CON=C2c3ccccc3-c3ccccc32)S(C)(=O)=O)cc1 (centres undefined) | nt | nt | 8 | 0
NC(=O)c1sc2cc(C(F)(F)F)cnc2c1-c1cccs1 | 19 | 22 | 11 | 19
CCCCC(=O)C1CCN(Cc2ccccc2)CC1 | 9 | 24 | 7 | 9
CC(C)(CNC(=O)c1cccs1)CNC(=O)c1cccs1 | nt | 8 | 1 | 0
Cc1ccc(S/C(=N\S(=O)(=O)c2ccc(Cl)cc2)c2ccccc2)cc1 | nt | nt | 19 | 26
CC(C)C(=O)N(Cc1cc2ccccc2[nH]c1=O)C(C)C | 10 | 3 | -1 | 10

Further compounds.
smiles | eIF2B yeast act mutant toxicity | eIF2B yeast act | Yeast growth tox | Yeast growth tox inhibition %
CC1CCN(C(=O)c2cc3nc(-c4ccccc4)cc(-c4ccccc4)n3n2)CC1 | nt | nt | -5 | 13
CCNC(=O)C1CN(S(=O)(=O)c2ccccc2)CCN1S(=O)(=O)c1ccccc1 (centres undefined) | -21 | 14 | 4 | -21
C/C=C(\C)c1nnc(NC(=O)c2ccco2)s1 | 14 | 12 | 6 | 14
Cc1ccc(S(=O)(=O)c2c(COC(=O)c3ccc(Cl)cc3)c(-c3ccccc3)nn2C)cc1 | 13 | 20 | 23 | 13
O=C(Nc1ccccc1)c1ccc2c(c1)OCCO2 | 9 | -45 | -4 | 9
COc1ccc(CNC(=O)CCS(=O)(=O)c2cccc3nonc23)cc1 | 11 | 19 | 8 | 11
CC(C)(C)n1nnnc1C(c1cccc(C#N)c1)N1CCN2CCCC2C1 (centres undefined) | -14 | 19 | -5 | -14
Cc1cc(C)c2c(n1)nn1c(C3CC3)cc(C(F)(F)F)nc21 | 12 | 35 | -1 | 12
Cc1ccc(C(=O)NCCNC(=O)CN2CCOCC2)cc1 | -9 | 39 | -9 | -9
CNC(=O)c1sccc1-n1cccc1 | 6 | 19 | 19 | 6
O=C(NCCCN1CCOCC1)c1ccc(Br)s1 | -14 | 25 | -2 | -14
COc1ccc(/C(C)=N/NC(=O)c2ccc(CSc3cccc4cccnc34)cc2)cc1OC | -5 | -7 | -2 | -5

Entries of single compounds, quoted from the list. Screens in order: eIF2B yeast act mutant toxicity, eIF2B yeast act, Yeast growth tox, Yeast growth tox inhibition %
Profile of COc1ccc(/C(C)=N/NC(=O)c2ccc(CSc3cccc4cccnc34)cc2)cc1OC = -5, -7, -2, -5
Profile of Cc1cc(C)c2c(n1)nn1c(C3CC3)cc(C(F)(F)F)nc21 = 12, 35, -1, 12

(next part)
smiles | eIF2B yeast act mutant toxicity | eIF2B yeast act | Yeast growth tox | Yeast growth tox inhibition %
C=CCOC(=O)C1=C(C)Nc2ncnn2C1c1cc(Br)ccc1F (centres undefined) | -15 | 2 | -4 | -15
COc1ccc2nc(NC(=S)N(C)C)sc2c1 | 33 | -35 | 9 | 33
CN1CCN(c2ccccc2NC(=O)c2ccc(Br)o2)CC1 | 7 | 39 | 9 | 7
Cc1cc2c(cc1C)NC(c1nc3ccccc3[nH]1)C1=C(CC(C)(C)CC1=O)N2 (centres undefined) | -19 | 5 | 30 | -19
O=C(Nc1ccccc1N1CCOCC1)c1cnccn1 | -10 | 16 | -6 | -10
COc1ccc2c(c1OC)C(=O)N(c1cccc(C(F)(F)F)c1)C2 | 19 | 25 | 25 | 19
N#CC(c1ccc(F)cc1)c1ccc(C(=O)c2ccccc2)cc1 (centres undefined) | 21 | 8 | 30 | 21
CCSc1nnc(NC(=O)Cc2ccc(OC)c(OC)c2)s1 | 5 | -32 | -32 | 5
COc1cc(/C=N/NC(=O)c2cccs2)ccc1OCc1ccccc1 | -19 | 9 | 3 | -19
Cc1nn(-c2ccccc2)c(C)c1C(=O)OCC(=O)N1CC(=O)Nc2ccccc21 | 10 | -11 | -3 | 10
Cc1cccc(C)c1NC(=O)CSc1nnc(C)n1-c1ccccc1 | nt | -25 | 3 | 0
Cc1cc(C)nc(SCC(=O)Nc2ccc(S(=O)(=O)N3CCCCC3)cc2)n1 | nt | nt | 22 | 23
CN1CCN(C(=O)c2ccc3ccccc3c2)CC1 | -11 | -14 | 13 | -11
O=C1CSC(c2ccccc2F)N1c1ccccc1 (centres undefined) | -7 | -13 | -16 | -7
CC(C)C(=O)Nc1nc(-c2ccccc2)ns1 | -2 | 31 | 17 | -2
CCn1c(SCC(=O)NCc2cccs2)nnc1-c1ccco1 | -10 | 36 | 13 | -10
CC(C)CCNC(=O)C(c1cccnc1)N(CCc1ccccc1)C(=O)Cn1nnc2ccccc21 (centres undefined) | 4 | 14 | -2 | 4
CC(=O)c1cc(C#N)c(SCc2ccc(F)cc2)nc1C | -30 | 4 | -23 | -30
CCCCN(C(=O)c1c(C)[nH]c(C(=O)OCC)c1C)c1ccccc1 | 11 | 28 | 14 | 11
N/C(=N\S(=O)(=O)c1ccc(Cl)s1)c1ccccc1 | -10 | 4 | 5 | -10
CC(Sc1nc2ccccc2[nH]1)C(=O)Nc1ccc2c(c1)OCCO2 (centres undefined) | -5 | -33 | 16 | -5
O=c1/c(=C/c2ccco2)sc2n1CN(c1ccccc1)CN=2 | nt | nt | 16 | 18
CC#CCN(CC#CC)S(=O)(=O)c1ccc(S(=O)(=O)N2CCOCC2)cc1 | 24 | 6 | 7 | 24
CCCc1nnc(SCC(=O)O)n1/N=C/c1ccc2c(c1)OCO2 | nt | nt | 9 | 4
COc1ccccc1N1CCN(C(=O)C2CCN(S(=O)(=O)N3CCOCC3)CC2)CC1 | -23 | 22 | -4 | -23
Cc1ccc(S(=O)(=O)Nc2ccc(NC(=O)CN3CCCCC3)c(Cl)c2)cc1 | 15 | 28 | 14 | 15
O=C(CCS(=O)(=O)c1cccs1)Nc1ccc(C(=O)NCc2ccccc2)cc1 | 14 | 17 | 10 | 14
CCOC(=O)C(C)Sc1nc2c(c(=O)[nH]c(=O)n2C)n1C/C=C(/C)Cl (centres undefined) | 11 | -26 | 11 | 11
CCOC(=O)N1CCN(C(=O)CSc2nnc(-c3c[nH]c4ccccc34)n2CCOC)CC1 | 7 | 19 | 7 | 7
COC(=O)c1cc(NC(=O)CC2C(=O)NCCN2C(=O)c2ccc(F)cc2)cc(C(=O)OC)c1 (centres undefined) | 14 | 29 | 3 | 14
CCN1C(c2ccccc2)=C(c2ccccc2)S/C1=C\C=C1/SC(=S)N(C)C1=O | -7 | 13 | -2 | -7
COn1c(SCc2cccc(Cl)c2)nc2ccccc2c1=O | 15 | -7 | -50 | 15
CN1C(=O)CC(c2ccco2)Sc2ccccc21 (centres undefined) | 8 | 27 | 13 | 8
C=CCc1ccc(OCC(O)CO)c(OC)c1 (centres undefined) | 16 | 8 | 2 | 16
O=C(NCc1ccco1)C1CCN(S(=O)(=O)c2ccc(-n3cnnn3)cc2)CC1 | nt | nt | 4 | 0
O=C(Nc1ccc2ccccc2c1)c1cccnc1 | -4 | 16 | 6 | -4
Cc1ccc(CNC(=O)CCNC(=O)Cn2ccc3ccccc3c2=O)o1 | 8 | 5 | 4 | 8
CCN(CC)C(=O)CSc1nnc([C@@H](NC(=O)OC(C)(C)C)C(C)C)o1 | 4 | 25 | 22 | 4
CC(CN1CCOCC1)OC(=O)c1cccs1 (centres undefined) | 6 | -2 | 8 | 6
COc1ccc(C(=O)COc2ccccc2N2C(=O)C3C4C=CC(C4)C3C2=O)cc1 (centres undefined) | 18 | 21 | 9 | 18
O=C(NCc1cccs1)C1CCCN(S(=O)(=O)c2ccc3c(c2)OCO3)C1 (centres undefined) | -5 | -44 | 10 | -5
CCOc1ccc(-c2nnc(N(CC)C(=O)C3CCC3)s2)cc1 | 5 | -1 | -14 | 5
Cc1ccc(-c2noc(CCC(=O)N3CCCc4ccccc43)n2)cc1 | 8 | 21 | 12 | 8
CCN(CC)S(=O)(=O)c1cccc(-c2nnc(-c3ccc(C)cc3)o2)c1 | nt | nt | -23 | -8
COc1ccc(CNC(=O)CSc2nc(-c3ccccc3)cc(-c3cccs3)c2C#N)cc1 | nt | 4 | 5 | 0
COc1ccc(OC)c(N2C(=O)CC(C(C)c3ccccc3)C2=O)c1 (centres undefined) | 11 | -32 | 25 | 11

Bioassay records deposited in PubChem by PCMD.
